AHR act: human AHR activation; P35869; AHR-responsive luciferase reporter cells, luminescence; activation, % at 5 µM; 320,000 tested, 2.5% active; AID 2796; in the data active = activation above about 47%;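 note: 0% = vehicle wells and 100% = reference agonist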
proCasp7 act: counter-screen for procaspase-3 activators: activators of human procaspase-7 | activation, % at 8.5 µM | 330,000 tested, 0.093% active | recombinant procaspase-7, Ac-DEVD-pNA absorbance 405 nm; D23A/D198A/D206A triple mutant, cannot self-cleave; scale: DMSO 0, 5 µM enzyme 100;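 active = percent activation above the screen-wide mean plus 3 SD, cut at about 25% in these data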
Target sequence (P55210 whole entry D23A/D198A/D206A): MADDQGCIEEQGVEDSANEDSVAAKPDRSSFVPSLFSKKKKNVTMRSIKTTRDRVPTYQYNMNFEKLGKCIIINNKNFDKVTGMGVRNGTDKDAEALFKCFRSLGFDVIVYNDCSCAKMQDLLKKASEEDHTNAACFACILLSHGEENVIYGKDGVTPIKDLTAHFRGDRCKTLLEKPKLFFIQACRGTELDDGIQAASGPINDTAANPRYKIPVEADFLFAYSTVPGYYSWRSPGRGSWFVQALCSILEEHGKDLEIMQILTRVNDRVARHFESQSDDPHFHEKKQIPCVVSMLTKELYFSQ
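buffer or medium = Zinc-free HEPES/NaCl buffer, pH 7.4 | material = Procaspase-7 triple mutant (PC-7 D3A) | input = 2 µM procaspase-7 mutant as dispensed | signal = Epi-absorbance of released pNA at 405 nm, two timepoints | timing = 1 h preincubation, 2 h reaction | replicates = singlicate compound testing | evaluation = % activation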
AGP1 TOR yeast: yeast TOR pathway AGP1-GFP modulation. S. cerevisiae AGP1-GFP multiplex flow cytometry, 3 h; GFP as percent of DMSO wells. GFP response vs DMSO, % at 10 µM. 320,000 tested, 0.02% active. AID 2066;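 active = GFP response relative to DMSO above a set limit, near screen average plus 3 SD, cut at about 150% in these data; inconclusive = fewer than 70 cells counted for the yeast strain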;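 note: median GFP channel fluorescence of the gated AGP1 strain per well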
proCasp3 act: activates human procaspase-3 | P42574 | recombinant procaspase-3 D3A, Ac-DEVD-pNA absorbance 405 nm | activation, % at 8.5 µM | 330,000 tested, 0.11% active | AID 463141;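 active = activation above the mean of all tested compounds plus 3 SD, cut at about 21% in these data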;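 note: 0% = DMSO alone and 100% = DMSO wells spiked with extra 5 µM PC-3 D3A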
Target sequence (P42574 whole entry D9A/D28A/D175A): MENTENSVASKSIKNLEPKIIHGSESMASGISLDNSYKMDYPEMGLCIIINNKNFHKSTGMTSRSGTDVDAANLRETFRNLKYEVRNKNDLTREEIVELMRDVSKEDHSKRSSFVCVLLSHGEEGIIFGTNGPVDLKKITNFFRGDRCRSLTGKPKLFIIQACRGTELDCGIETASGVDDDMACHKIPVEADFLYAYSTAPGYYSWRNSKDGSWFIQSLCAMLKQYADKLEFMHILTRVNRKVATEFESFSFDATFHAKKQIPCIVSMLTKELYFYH
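Compound: 8.5 µM single point, 0.8% DMSO / Material: Autoprocessing-dead procaspase-3 D3A mutant enzyme / Timing: 1 h preincubation plus 2 h reaction at 25 °C / Medium: Zinc-free HEPES/NaCl buffer with 0.01% Triton X-100 at pH 7.4 / Technique: 405 nm absorbance of p-nitroaniline, reads at 0 and 120 min / Repeats: one well per compound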
LAP4-GFP MLPCN: modulators of TOR pathway LAP4-GFP in S. cerevisiae | S. cerevisiae LAP4-GFP multiplex, flow cytometry GFP, 3 h; median GFP as percent of DMSO wells | GFP response vs DMSO, % at 10 µM | 320,000 tested, 0.34% active | AID 2023;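 active = GFP response vs DMSO above a set limit, about the screen mean plus 3 SD, cut at about 150% in these data; inconclusive = under 70 cell events counted for the yeast strain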
RPL19A TOR yeast: modulators of TOR pathway RPL19A-GFP in S. cerevisiae; S. cerevisiae RPL19A-GFP strain, flow cytometry, 3 h; active compounds read low; percent response vs DMSO, % at 10 µM; 330,000 tested, 0.3% active; AID 2025;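 active = percent response vs DMSO below 50%; inconclusive = fewer than 70 events counted for the yeast strain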;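 note: median channel GFP fluorescence of the barcoded RPL19A-GFP strain; ratio of sample median GFP to plate DMSO average so 100% = DMSO; lower means less RPL19A-GFP as with rapamycin TOR inhibition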
MEP2-GFP yeast: modulators of TOR pathway MEP2-GFP in S. cerevisiae. GFP response vs DMSO, % at 10 µM. S. cerevisiae MEP2-GFP strain, flow cytometry GFP, 3 h; 100% = DMSO control level. AID 2016. 330,000 tested, 0.51% active;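 active = GFP response versus DMSO above a set limit, roughly screen mean plus 3 SD, cut at about 180% in these data; inconclusive = fewer than 70 cells counted for a yeast strain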;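 note: median GFP fluorescence of the barcode-gated MEP2-GFP cells per well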
CIT2-GFP yeast: alters CIT2-GFP fluorescence in TOR pathway yeast screen. 320,000 tested, 0.065% active. GFP response vs DMSO, % at 10 µM. S. cerevisiae CIT2-GFP strain, flow cytometry, 3 h; 100 means same as DMSO wells. AID 2029;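 active = GFP response relative to DMSO above a set limit, near the screen mean plus 3 SD, cut at about 150% in these data; inconclusive = Fewer than 70 cells measured for a yeast strain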;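 note: ratio of well median GFP fluorescence to mean of DMSO wells on the plate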
The depositor's hits bear a star; ? = inconclusive; . = not tested or not shown; [ ] = another dose, or the depositor's remark.

Under each structure – AHR act	proCasp7 act	AGP1 TOR yeast	proCasp3 act	LAP4-GFP MLPCN	RPL19A TOR yeast	MEP2-GFP yeast	CIT2-GFP yeast
COC(=O)C1CCN(S(C)(=O)=O)CC1
 : 3	15	102	-2	103	96	100	97
CCNC(=O)Cn1cc(C#N)c2ccccc21
 : 11	-5	95	9	94	91	94	98
COc1ccc(OC)c2c(C)cc(N3CCCN(C)CC3)nc12
 : 6	-10	95	5	98	100	102	99
CCOC(=O)C(CC)n1cnc2c(nnn2-c2ccc(OC)cc2)c1=O (stereo not drawn)
 : 8	3	112	11	108	103	112	107
COc1ccccc1C(=O)NC(=O)COC(=O)CNC(=O)c1ccc(Cl)c([N+](=O)[O-])c1
 : 1	7	97	1	102	97	94	88
CSc1ccc(C2C3(C#N)C(N)=NC4(OCCO4)C23C#N)cc1 (stereo not drawn)
 : 4	6	.	-3	102	96	110	105
Cc1[nH]c(=O)[nH]c(=O)c1S(=O)(=O)Nc1cccc(C(F)(F)F)c1
 : .	.	96	.	91	99	99	97
O=C(CSC1=Nc2ccccc2C2=NC(c3ccccc3)C(=O)N12)NC1CCCCC1 (stereo not drawn)
 : 3	0	89	7	101	92	96	91
CSc1ccc(C(=O)c2[nH]c(=O)[nH]c2C)cc1
 : -2	-19	88	6	110	101	105	83
COc1cc(N2CCCC2)ccc1C=O
 : 0	-9	106	1	111	100	118	100
O=C(/C=C/c1ccc(Cl)cc1)N1CCOCC1
 : 13	1	96	1	98	104	108	95
COc1ccccc1C(CC(=O)O)c1ccc2c(c1)OCO2 (stereo not drawn)
 : -1	9	97	-8	94	94	96	97
COC(=O)Cc1ccc(OC(=O)CCS(=O)(=O)c2ccc(Cl)cc2)cc1
 : -2	4	102	4	103	93	105	95
O=C(O)c1cccc(NS(=O)(=O)c2cccc(C(=O)Nc3ccccc3[N+](=O)[O-])c2)c1
 : -2	5	100	1	91	100	100	100
NC(=O)c1cc(S(=O)(=O)N2CCN(c3ccc([N+](=O)[O-])cc3)CC2)cs1
 : 0	-29	103	-23	111	100	106	97
CCOc1ccccc1N1CCN(S(=O)(=O)c2cccs2)CC1
 : 3	2	95	-2	121	96	96	93
CCO[C@@H]1OC(C(=O)NCc2nc3ccccc3[nH]2)=C[C@H](C(C)(C)C)[C@H]1CCCO
 : 1	-15	93	-1	131	100	93	117
O=C(O)c1cc2ccccc2c2cc(Br)ccc12
 : 1	2	98	1	98	107	105	94
Cc1ccc2nsnc2c1NC(=O)COc1ccccc1
 : 2	7	106	0	99	99	93	94
CC(=O)N(c1ccccc1)C(C)c1nc(C#N)c(C#N)nc1C (stereo not drawn)
 : -1	-15	103	-10	96	98	98	98
Cc1ccc(C(=O)N/C(=C\c2ccc(F)cc2)C(=O)NCCN2CCOCC2)cc1
 : 2	2	100	8	92	103	107	109
Fc1ccccc1COc1ccc(/C=N/NC(=S)NCc2ccccc2)cc1
 : 2	5	87	-2	94	91	97	84
CCOC(=O)c1ccc2[nH]c3c(c2c1)CCCCC3=O
 : 0	-7	102	6	99	95	106	100
O=C(O)/C=C/c1ccc(Oc2ncccn2)cc1
 : 0	5	99	2	91	105	107	102
Nc1c(Cl)ncnc1NCc1ccccc1
 : -1	-6	97	3	99	102	105	103
NC(=O)CCN1CCN(Cc2cn[nH]c2-c2cccc3ccccc23)CC1
 : 1	-2	.	1	98	92	95	93
COc1ccc(N2CCN(c3nc(=S)n(-c4ccccc4)c(C)c3C(C)=O)CC2)cc1
 : 2	-6	99	-2	97	96	103	101
CC(=O)n1cc([C@H]2C=C(C(=O)N3CCOCC3)O[C@@H](OCc3ccc(CO)cc3)C2)c2ccccc21
 : 4	-9	84	0	104	101	85	96
CCOC(=O)C(NC(C)=O)(Nc1ccc(S(N)(=O)=O)cc1)C(F)(F)F (stereo not drawn)
 : -5	2	104	2	97	107	96	108
CC1SC(c2ccc(F)cc2)NC1=O (stereo not drawn)
 : 0	4	105	4	99	105	107	106

4 of the compounds above, with each value named:
CCOc1ccccc1N1CCN(S(=O)(=O)c2cccs2)CC1
  AHR act = 3; proCasp7 act = 2; AGP1 TOR yeast = 95; proCasp3 act = -2; LAP4-GFP MLPCN = 121; RPL19A TOR yeast = 96; MEP2-GFP yeast = 96; CIT2-GFP yeast = 93

CCO[C@@H]1OC(C(=O)NCc2nc3ccccc3[nH]2)=C[C@H](C(C)(C)C)[C@H]1CCCO
  AHR act = 1; proCasp7 act = -15; AGP1 TOR yeast = 93; proCasp3 act = -1; LAP4-GFP MLPCN = 131; RPL19A TOR yeast = 100; MEP2-GFP yeast = 93; CIT2-GFP yeast = 117

O=C(O)c1cc2ccccc2c2cc(Br)ccc12
  AHR act = 1; proCasp7 act = 2; AGP1 TOR yeast = 98; proCasp3 act = 1; LAP4-GFP MLPCN = 98; RPL19A TOR yeast = 107; MEP2-GFP yeast = 105; CIT2-GFP yeast = 94

Cc1ccc2nsnc2c1NC(=O)COc1ccccc1
  AHR act = 2; proCasp7 act = 7; AGP1 TOR yeast = 106; proCasp3 act = 0; LAP4-GFP MLPCN = 99; RPL19A TOR yeast = 99; MEP2-GFP yeast = 93; CIT2-GFP yeast = 94

(cont.)
Under each structure – AHR act	proCasp7 act	AGP1 TOR yeast	proCasp3 act	LAP4-GFP MLPCN	RPL19A TOR yeast	MEP2-GFP yeast	CIT2-GFP yeast
O=C(CN1CCN(S(=O)(=O)c2ccc(F)cc2)CC1)Nc1ccc2c(c1)OCCO2
 : 7	-8	98	-4	94	100	99	88
CCNC(=O)COC(=O)/C=C/c1cccc([N+](=O)[O-])c1
 : 1	-3	90	-4	90	89	94	93
Oc1c(Br)cc(Br)cc1/C=N/c1nc2c(s1)CCCC2
 : 7	-17	15[may fluoresce violet]	-23	103[may fluoresce violet]	47*[may fluoresce violet]	90[may fluoresce violet]	?
CCCOc1ccc(C2C(C(=O)c3ccco3)=C(O)C(=O)N2CCN2CCOCC2)cc1OC (stereo not drawn)
 : -3	-65	105	-15	106	100	103	101
COc1cc(C2NC(=O)NC(C)=C2C(C)=O)ccc1O (stereo not drawn)
 : 0	6	98	8	98	95	96	89
O=C(COC(=O)C1=COCCO1)Nc1cc(C(F)(F)F)ccc1Cl
 : 3	-1	92	4	98	96	93	80
COc1ccc(NS(=O)(=O)c2c(F)cc(F)c(Cl)c2F)cc1S(=O)(=O)N1CCCCC1
 : 3	-2	102	10	92	106	101	101
O=C(NCc1ccc(F)cc1)c1cc2sccc2n1Cc1ccc(F)cc1
 : 3	1	100	-10	94	103	102	96
CC1CC(=O)Nc2ccc([N+](=O)[O-])cc2N1C (stereo not drawn)
 : -1	5	87	2	104	102	101	83
COc1ccc(-n2c(NCCN(C)C)nc3sc4c(c3c2=O)CCCCC4)cc1
 : 0	1	113	2	107	107	114	106
O=C1CC(c2ccccc2)CCc2sccc2N1 (stereo not drawn)
 : -2	-6	99	4	97	97	99	95
O=C(CCCn1c(=S)[nH]c2ccsc2c1=O)Nc1ccc2c(c1)OCO2
 : 24	-12	101	3	107	100	98	102
O=c1ccc2cc(S(=O)(=O)N3CCN(c4ccccc4)CC3)ccc2o1
 : -1	-4	104	-5	92	99	97	94
COc1cccc(-c2nnc(SCc3cccnc3)o2)c1
 : 28	-4	93	5	88	101	99	80
O=C(O)C1(c2ccccc2)CCC(Nc2ccccc2)C1 (stereo not drawn)
 : 6	10	101	1	99	106	112	107
C/C=C(\C)C(=O)NNC(=O)c1sc(-c2ccccc2)nc1C
 : 9	0	93	4	96	89	88	83
COC(=O)CN(C)C(=O)c1ccccc1OC1CCN(S(C)(=O)=O)CC1
 : -4	-3	99	2	94	107	112	104
O=C(c1cc2ccccc2oc1=O)N1CCN(c2ccccn2)CC1
 : -1	1	110	-2	109	103	104	93
CC(Oc1ccc(Br)cc1)C(=O)Nc1ccncc1 (stereo not drawn)
 : 1	2	99	0	103	96	100	92
CC(=O)N1C(O)CC(C)N1c1ccccc1 (stereo not drawn)
 : 2	7	97	2	88	101	90	108
CC(C)C(O)(C#CCN1CCCC1)c1ccccc1 (stereo not drawn)
 : 3	-1	98	3	100	95	98	102
CCCCNC(=S)NNC(=O)C12CC3CC(CC(C3)C1)C2
 : 0	8	105	-10	111	101	105	105
O=C1CCC(=O)N1c1nc2n(n1)C(c1ccccc1)C=C(c1ccc(Br)cc1)N2 (stereo not drawn)
 : 0	-9	87	-4	98	90	100	83
Fc1ccc(F)c(NC2=NCCCCC2)c1
 : -2	2	102	2	96	97	96	102
C=CCC[C@@H](Cc1ccc(F)cc1)C(=O)OC[C@H](C)NC(=O)[C@H](CC=C)CC(=O)N(CCO)Cc1ccccc1
 : -1	5	116	2	119	104	114	102
CC(=O)c1ccc(N2CCN(C(=O)C3(S(=O)(=O)c4ccc(Cl)cc4)CC3)CC2)cc1
 : 0	-4	100	-6	108	99	107	92
CCOC(=O)C1(CCOc2ccccc2)CCN(C(=O)c2cncs2)CC1
 : 1	5	98	4	97	94	95	94
CC(C)C(=O)NNC(=O)c1csc(CS(=O)(=O)c2ccc(Cl)cc2)n1
 : 1	-2	95	-9	99	98	94	88
CCOc1ccc(N/C=C\C(=O)c2ccc3c(c2)OCO3)cc1
 : -2	1	100	10	100	99	108	103
CC(=O)Nc1ccc(NC(=O)c2ccc(COc3ccccc3Br)o2)cc1
 : .	.	102	.	105	108	108	99

Next section:
Structure	AHR act	proCasp7 act	AGP1 TOR yeast	proCasp3 act	LAP4-GFP MLPCN	RPL19A TOR yeast	MEP2-GFP yeast	CIT2-GFP yeast
Cc1ccccc1C(=O)c1c[nH]c(C(=O)NCC2CCCO2)c1 (stereo not drawn)	2	1	106	5	99	102	105	99
Cc1ccc(NC2=NCCCCC2)cc1C	2	12	94	-6	96	96	97	92
CN(CC(=O)Nc1ccccc1Br)C(=O)c1cc(Cl)nc2ccccc12	17	10	102	7	100	99	102	90
COCCN1C(=O)N(c2cccc(OC)c2)C(=O)C1CC(=O)Nc1cccc(F)c1 (stereo not drawn)	.	.	103	.	97	99	105	100

2 records picked at random from the list so far, as already listed:
Structure	AHR act	proCasp7 act	AGP1 TOR yeast	proCasp3 act	LAP4-GFP MLPCN	RPL19A TOR yeast	MEP2-GFP yeast	CIT2-GFP yeast
O=C1CC(c2ccccc2)CCc2sccc2N1 (stereo not drawn)	-2	-6	99	4	97	97	99	95
O=c1ccc2cc(S(=O)(=O)N3CCN(c4ccccc4)CC3)ccc2o1	-1	-4	104	-5	92	99	97	94

Assay outcomes: PubChem BioAssay, several laboratories
